High-throughput results as filed in PubChem.
SIAE inh: blocks human sialic acid acetylesterase. Q9HAT2. SIAE FP-Rh probe binding, fluorescence polarization. inhibition, % at 9.66 µM. 0.69% of 370,000 active. AID 1053197;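 active = inhibition above a cutoff: mean of compounds within the control limits plus 3 SD of those, cut at about 17% in these data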;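 note: 0% = plate median of compound wells and 100% = probe without SIAE protein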
ABHD4 inh: inhibitors of mouse ABHD4; purified mABHD4, FP-Rh probe fluorescence polarization; inhibition, % at 8.92 µM; 0.54% of 370,000 active;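 active = inhibition exceeding the mean over every tested compound plus 3 SD, cut at about 30% in these data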;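 note: 0% = plate median of compound wells and 100% = S159A mutant with DMSO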
Target sequence (Q8VD66 whole entry, looked up): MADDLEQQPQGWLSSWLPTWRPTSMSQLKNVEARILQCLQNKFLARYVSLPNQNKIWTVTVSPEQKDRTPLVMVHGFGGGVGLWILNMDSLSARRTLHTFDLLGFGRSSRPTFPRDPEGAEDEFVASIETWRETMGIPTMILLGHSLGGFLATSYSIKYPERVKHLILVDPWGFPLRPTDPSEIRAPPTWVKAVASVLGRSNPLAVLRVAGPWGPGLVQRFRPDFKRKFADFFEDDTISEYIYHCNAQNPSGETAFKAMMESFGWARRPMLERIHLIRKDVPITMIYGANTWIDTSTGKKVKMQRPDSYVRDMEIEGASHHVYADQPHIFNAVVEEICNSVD
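System: mouse ABHD4 enzyme, wild type / Medium: HEPES pH 7.0, NaCl, Pluronic buffer / Reagent: FP-Rh activity-based fluorescent probe / Control set: S159A mutant high control, sample median low control / Detection: fluorescence polarization with parallel and perpendicular emission, 525/598 nm / Schedule: 45 min + 60 min at 25 °C / Compound dosing: 8.92 µM, single dose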
PRMT1 FP inh: inhibitors of human PRMT1 | recombinant PRMT1, activity-based probe fluorescence polarization | inhibition, % at 2.79 µM | 1.3% of 370,000 active;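 active = inhibition above about 21% made by adding two undisclosed values, limit read from the data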
Tn7 DDE FP: inhibitors of Tn7 peptide binding to human fibrin DD(E); 0.13% of 370,000 active; FP displacement of FITC-Tn7 peptide from fibrin DD(E); 0% = median of compound wells per plate; inhibition, % at 8.3 µM; P02675;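 active = inhibition above the mean of compounds falling within the control limits plus 3 SD of them, cut at about 14% in these data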;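 note: 0% = plate median of compound wells and 100% = 10 µM Aha-Tn7 peptide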
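Test system: human clot-derived fibrin DD(E) complex / Quantity: 2 µM final DD(E) protein / Incubation: 10 min plus 3 h, room temperature / Measured by: fluorescence polarization / Benchmarks: high control of 10 µM Aha-Tn7 peptide / Replicates: singlicate testing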
TDP2 absorb: TDP2 (human) inhibition, absorbance primary screen; O95551; recombinant TDP2, T5PNP hydrolysis, p-nitrophenol absorbance 415 nm; inhibition, % at 12.8 µM; 0.34% of 370,000 active; AID 720702;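 active = inhibition above the mean of all tested compounds plus 3 SD, set per campaign, cut at about 25% in these data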;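 note: 0% = DMSO with enzyme and 100% = buffer with substrate but no TDP2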
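System – recombinant human TDP2 · Quantity – TDP2 enzyme at 120 nM final · Doses – single concentration, 12.8 µM nominal, with 1% DMSO · Incubation – 2 h at 37 °C · Measured by – epi absorbance of p-nitrophenol freed from T5PNP by hydrolysis · Read-out – % inhibition relative to enzyme-containing and enzyme-free wells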
PG9 Ab binder: binds the HIV-1 gp120 antibody PG9. TR-FRET gp120-PG9 antibody binding. inhibition, % at 6.7 µM. 0.43% of 360,000 active; in the data active = inhibition above about 8.5%
TCR-CD3 inh: inhibitors of human TCR-CD3 interaction; TAMRA-labeled TCR probe fluorescence, biochemical; inhibition, % at 9.4 µM; 0.37% of 360,000 active; AID 651800; in the data active = inhibition above about 19%;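 note: recombinant mutant TCR 2C K166C tagged with TAMRA read by polarization; 0% = receptor in buffer alone and 100% = receptor with positive control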
LEDGF integ inh: blocks HIV-1 LEDGF/p75-dependent DNA integration. TR-FRET IN-LEDGF/p75 DNA integration, Eu/Cy5. inhibition, % at 3.7 µM. 0.64% of 370,000 active. AID 743269;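 active = inhibition above the screen-wide mean plus 3 SD, cut at about 13% in these data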;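 note: signal is the Cy5 over europium emission ratio at 671 and 618 nm; 0% = plate median of compound wells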
UHRF1 MBD2 ctr: human UHRF1 methylated DNA binding inhibitors | Q96T88 | UHRF1 binding to methylated oligo, TR-FRET | inhibition, % at 4.4 µM | 0.75% of 370,000 active | AID 687016; in the data active = inhibition above about 21%;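 note: UHRF1 SRA domain binding a hemimethylated CpG hairpin DNA probe; 0% = median of test compound wells and 100% = reference inhibitor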
Target sequence (Q96T88 whole entry, looked up, the tested form may be a part): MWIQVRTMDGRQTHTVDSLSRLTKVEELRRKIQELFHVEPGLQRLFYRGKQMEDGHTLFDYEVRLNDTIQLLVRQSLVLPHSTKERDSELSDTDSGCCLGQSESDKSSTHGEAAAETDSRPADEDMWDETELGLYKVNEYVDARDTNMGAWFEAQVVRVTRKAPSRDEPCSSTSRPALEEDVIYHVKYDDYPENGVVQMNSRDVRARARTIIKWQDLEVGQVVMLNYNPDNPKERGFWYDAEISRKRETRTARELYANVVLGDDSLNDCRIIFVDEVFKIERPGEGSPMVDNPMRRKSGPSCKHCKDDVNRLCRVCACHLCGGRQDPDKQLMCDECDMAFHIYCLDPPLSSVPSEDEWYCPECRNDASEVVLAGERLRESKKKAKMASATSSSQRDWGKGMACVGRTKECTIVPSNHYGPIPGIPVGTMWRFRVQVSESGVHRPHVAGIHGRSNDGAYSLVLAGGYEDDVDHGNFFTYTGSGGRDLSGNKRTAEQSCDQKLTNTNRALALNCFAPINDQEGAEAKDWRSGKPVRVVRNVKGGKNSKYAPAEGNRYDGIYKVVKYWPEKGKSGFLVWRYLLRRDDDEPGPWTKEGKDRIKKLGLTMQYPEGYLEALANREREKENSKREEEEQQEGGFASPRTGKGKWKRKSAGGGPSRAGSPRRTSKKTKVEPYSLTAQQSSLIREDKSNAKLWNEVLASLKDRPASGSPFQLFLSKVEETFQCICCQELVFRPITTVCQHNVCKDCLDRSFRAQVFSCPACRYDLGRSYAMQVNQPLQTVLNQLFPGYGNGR
HTRA1 inh: inhibitors of human serine peptidase HTRA1; Q92743; recombinant HTRA1, FP-rhodamine activity-based probe, fluorescence polarization; inhibition, % at 5.96 µM; 0.5% of 340,000 active; in the data active = inhibition above about 36%;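 note: 0% = enzyme with DMSO and 100% = wells lacking enzyme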
The depositor's hits bear a star; nt = no result given.

SMILES	SIAE inh	ABHD4 inh	PRMT1 FP inh	Tn7 DDE FP	TDP2 absorb	PG9 Ab binder	TCR-CD3 inh	LEDGF integ inh	UHRF1 MBD2 ctr	HTRA1 inh
C=CCn1c(=O)c2ccccc2n2nnc(C(=O)OCC)c12	-4.9	-9.1	-0.9	9.6	-11.0	-2.4	7.1	5.2	2.2	nt
COc1ccc(-c2[nH]ncc2-c2csc(C)n2)c(O)c1	-7.3	4.1	0.9	13.5	-1.5	0.5	-5.6	-6.8	0.9	-1.4
COC(=O)C[C@@H]1C[C@@H]2c3cc(NS(=O)(=O)c4ccc(F)cc4)ccc3O[C@@H]2[C@H](CO)O1	4.0	-3.6	3.3	-0.1	5.1	-0.1	-6.5	-4.5	12.5	9.7
CCOc1ccc(C2/C(=C(\O)c3ccc4c(c3)OCCO4)C(=O)C(=O)N2CCCN2CCOCC2)cc1OC (stereo not given)	-3.5	-4.2	-2.7	-2.4	6.0	-2.0	1.9	2.8	-5.2	1.2
Cc1cc(C)cc(N(C(=O)CNC(=O)c2ccco2)C(C(=O)NC2CCCC2)c2cccnc2)c1 (stereo not given)	1.5	2.1	-0.1	-2.8	1.7	-3.7	-4.6	0.9	-1.0	-2.4
COc1c(/C=N/NC(=O)c2ccccc2O)c(CCN(C)C(C)=O)cc2c1OCO2	8.6	4.5	1.0	-1.1	10.9	-2.1	4.6	-4.5	-0.2	9.5
O=C(NCCc1csc(-c2ccc(C(F)(F)F)cc2)n1)c1cccs1	-2.6	-22.6	0.6	0.4	-2.4	-3.7	-5.2	-1.2	0.3	-31.8
CCCCn1c(=O)c(C(=O)c2ccccc2)nc2ccccc21	-5.6	0.9	1.1	0.8	8.3	0.4	2.4	-1.9	-1.2	-8.3
CN(C)c1ccc(-c2csc(C(C)(O)c3cccc(F)c3)n2)cc1 (stereo not given)	6.7	6.2	0.3	-4.9	-2.1	-1.6	-4.2	-0.4	1.0	nt
Cc1cc(Cl)nc(SCC(=O)c2ccccc2)n1	1.2	-7.3	-3.6	0.7	-23.1	2.5	-5.6	-0.8	3.9	1.1
Cc1nnc(N2CCC(C(=O)N3CCCCCC3)CC2)c2nn(-c3ccc(Cl)cc3)c(C)c12	4.3	2.1	-2.7	-6.9	8.3	-1.1	0.7	3.8	-1.7	-3.3
CCOc1cccc(C2CC(=O)Nc3cc(OC)c(OC)cc32)c1 (stereo not given)	-2.1	3.9	2.1	1.7	3.6	-0.2	-6.5	-2.8	3.0	4.9
COc1ccc(C2=CC(c3c(C)nn(-c4ccccc4)c3Cl)n3nnnc3N2)cc1OC (stereo not given)	-3.4	2.1	0.1	7.6	12.1	-0.5	-0.2	0.7	-3.3	-18.1
Cc1ccc(C(=O)N/C(=C\c2ccc(-c3ccc(Br)cc3)o2)C(=O)NCCCN(C)C)cc1	-0.1	9.2	0.7	2.6	-6.2	-8.8	0.0	1.0	2.1	11.9
O=C(NC(=S)Nc1ccc(S(=O)(=O)N2CCCC2)cc1)c1cccs1	-2.8	-2.5	0.0	-2.0	5.3	-1.6	2.5	-0.2	-2.0	-8.0
CCC(=O)OCC(=O)Nc1ccc(OC)cc1[N+](=O)[O-]	-11.1	-0.3	-4.1	-3.5	-14.1	-3.5	-3.7	3.5	-2.8	1.1
CCC(C)(C)NC(=O)c1cc([N+](=O)[O-])ccc1N1CCCCC1	1.6	-7.0	-3.0	-3.8	-11.5	-1.5	7.4	-1.6	0.5	-5.5
O=C(CCN1C(=O)/C(=C/c2ccc3c(c2)OCO3)SC1=S)NNC(=O)c1cccnc1	-6.8	1.9	-4.0	2.7	-7.4	-1.8	0.6	-0.9	-0.9	1.1
O=C(NC(=S)NCCN1CCOCC1)c1ccc(Cl)cc1Cl	-1.5	-5.4	0.5	-1.4	-6.5	2.1	2.9	-6.2	5.0	-5.2
CS(=O)(=O)c1ccc(Cl)c(NC(=O)COC(=O)Cc2c[nH]c3ccccc23)c1	4.7	4.9	-1.0	0.2	-1.5	-1.6	4.0	0.2	1.7	-2.9

2 entries from above, field by field:
CCC(=O)OCC(=O)Nc1ccc(OC)cc1[N+](=O)[O-]
  SIAE inh = -11.1
  ABHD4 inh = -0.3
  PRMT1 FP inh = -4.1
  Tn7 DDE FP = -3.5
  TDP2 absorb = -14.1
  PG9 Ab binder = -3.5
  TCR-CD3 inh = -3.7
  LEDGF integ inh = 3.5
  UHRF1 MBD2 ctr = -2.8
  HTRA1 inh = 1.1
CCC(C)(C)NC(=O)c1cc([N+](=O)[O-])ccc1N1CCCCC1
  SIAE inh = 1.6
  ABHD4 inh = -7.0
  PRMT1 FP inh = -3.0
  Tn7 DDE FP = -3.8
  TDP2 absorb = -11.5
  PG9 Ab binder = -1.5
  TCR-CD3 inh = 7.4
  LEDGF integ inh = -1.6
  UHRF1 MBD2 ctr = 0.5
  HTRA1 inh = -5.5

Additional results follow:
SMILES	SIAE inh	ABHD4 inh	PRMT1 FP inh	Tn7 DDE FP	TDP2 absorb	PG9 Ab binder	TCR-CD3 inh	LEDGF integ inh	UHRF1 MBD2 ctr	HTRA1 inh
COc1cccc(-c2noc(C3CCCN(C(=O)c4cccc(F)c4)C3)n2)c1 (stereo not given)	-0.2	0.9	2.9	3.6	9.1	-0.5	-10.1	-5.4	0.1	-2.7
CCOC(=O)c1cccc(NC(=O)CN(C)S(=O)(=O)c2cc3ccccc3s2)c1	-10.1	-25.3	1.3	5.3	-0.2	nt	nt	-1.1	-2.3	nt
COc1cc(C(c2sc3nc(C)nn3c2O)N2CCC3(CC2)OCCO3)cc(OC)c1OC (stereo not given)	1.1	-1.7	0.6	4.7	3.1	-0.4	0.9	-3.6	0.9	4.4
COc1ccc(CC(=O)N/N=C/C=C/c2ccc3c(c2)OCO3)cc1OC	-3.9	-4.8	8.6	-2.8	-10.4	-4.4	-1.3	-8.6	-0.3	nt
CCOC(=O)c1ccc(Nc2ncnc3ccccc23)cc1	-6.3	-2.2	1.7	2.9	-5.2	0.4	-9.5	-4.2	0.9	-13.7
COc1ccccc1CNC(=O)c1ccccc1N(C)S(C)(=O)=O	3.5	-5.9	-0.4	-0.3	-15.5	-0.5	-7.9	3.0	4.9	-0.4
COc1ccc(-c2ccc(C(=O)Nc3cccc(C(C)=O)c3)c3occc23)c(C)c1	-20.0	-40.5	0.5	0.7	-4.9	-0.3	-0.5	4.5	-1.0	nt
CCOC(=O)Cn1nc(C)n(-c2ccc(C(C)(C)C)cc2)c1=O	-4.5	5.0	-0.9	4.2	3.6	-1.3	1.6	0.3	-2.9	6.8
O=C(N/N=C/c1cccc([N+](=O)[O-])c1O)c1cccs1	6.6	23.4	1.0	0.2	-10.0	-3.7	28.7*	-4.5	-15.6	8.8
CCOC(=O)c1cccc(C2=CC(=O)C[C@H](c3ccc(OC)c(OC)c3)C2)c1	0.0	-3.1	2.0	0.5	2.6	-2.6	5.1	0.3	-1.7	-16.6
CC(C)C(=O)C1=Cc2cccc([N+](=O)[O-])c2OC1N1CCOCC1 (stereo not given)	2.9	2.4	3.5	9.6	1.8	-1.0	7.2	4.9	-3.1	9.5
COc1ccccc1C(=O)NC(=S)Nc1ccc(N2CCOCC2)cc1	2.9	13.5	2.1	-2.2	1.3	1.0	-5.9	-3.6	-0.3	10.2
Cc1cc(C(C)(C)C)cc(C)c1COC(=O)C1CCC(=O)N1 (stereo not given)	0.1	-4.6	1.9	6.1	-14.2	-2.5	4.2	-1.4	2.0	6.9
CC(C)C[C@H](NC(=O)C1CC(=O)N(c2ccc3c(c2)OCCO3)C1)C(=O)N1CCCCC1 (stereo not given in full)	-2.1	-1.6	-1.3	0.6	-16.5	-1.9	1.1	2.9	1.9	6.4
CC(C)C[C@H](NC(=O)N1CCn2c1nc1ccccc12)C(=O)NC1CC1	2.4	-3.4	3.3	-3.9	-7.1	1.3	-3.0	-6.6	-0.3	0.0
CN(C)/C=C(\C#N)S(=O)(=O)c1ccccc1	-6.1	4.5	3.0	-0.5	2.6	-1.4	3.5	1.2	-1.2	-4.9
c1ccc(CCn2nnnc2CN2CCN(C3CCCC3)CC2)cc1	-0.8	-11.2	3.7	6.0	-8.1	3.1	1.5	2.1	5.2	-4.5
O=C(NCCc1cccs1)C12CN(Cc3ccccc3)CC1C(c1cccc([N+](=O)[O-])c1)=NO2 (stereo not given)	-1.5	-21.3	9.3	-0.3	-9.6	-1.4	-2.7	2.8	-0.1	-16.9
O=C(Nc1ccc(F)cc1F)C1CCN(c2ncccn2)CC1	-0.2	5.1	-0.7	-6.1	6.8	nt	nt	-0.7	-1.4	nt
CC1CCCCN1C(=O)CSc1nnc(-c2ccc(Cl)s2)o1 (stereo not given)	0.1	0.9	2.9	-0.9	5.3	-1.4	-8.2	0.7	1.8	-4.2
CCCCNC(=O)c1ccccc1C(=O)NC1(C(=O)NCCCC)CCCC1	-4.3	-2.2	-9.0	-9.4	-14.0	-0.3	-0.1	5.6	-1.4	7.2
Cc1nc2cc(C(=O)NCCN3CCOCC3)ccc2n1-c1ccc(F)cc1F	-10.7	-3.1	-0.9	1.2	-10.3	0.5	2.0	-4.6	-0.6	0.5
CN1C(=O)C[C@@](C#N)(C(=O)Nc2nc3ccc(F)cc3s2)[C@H]1c1ccccc1	2.1	-0.2	-1.3	-0.9	2.5	nt	nt	-1.4	-0.1	nt
O=C(c1ncn(Cc2ccccc2)c1C(=O)N1CCN(c2ccccc2)CC1)N1CCN(c2ccccc2)CC1	3.4	7.3	-1.3	1.9	-6.4	0.1	-6.4	-1.3	0.5	-8.9
Cc1csc(SCc2c(C(=O)O)oc3ccccc23)n1	-1.1	0.6	0.1	1.2	1.1	-0.2	3.7	-2.4	0.7	-3.3
Cc1ccc(S(=O)(=O)Nc2cccc(C(=O)NCC(C)(C)N3CCOCC3)c2)cc1F	0.8	3.0	2.8	4.0	-9.3	0.4	-3.3	-5.0	2.8	-4.3
CN(C)CCCn1c2c(c(SCC(=O)Nc3ccc4c(c3)OCCO4)nc1=O)CCC2	4.0	1.0	1.5	-4.3	8.2	0.6	0.1	-1.5	-1.3	3.8
CC[C@@]1(C(=O)OC)N[C@H](CN(C)S(=O)(=O)c2ccc(F)cc2)[C@@H]2C(=O)N(C)C(=O)[C@@H]21	0.4	2.9	2.8	4.1	-6.0	1.1	1.1	-2.8	-0.7	9.2
COc1ccccc1C(=O)Nc1ccc(OCC(=O)N2CC(C)OC(C)C2)cc1 (stereo not given)	3.2	-1.9	-2.6	4.0	1.2	0.3	-0.6	0.8	3.2	1.1
Cc1c(Br)c([N+](=O)[O-])nn1C(C)C(=O)Nc1c(C)n(C)n(-c2ccccc2)c1=O (stereo not given)	0.9	-5.3	-0.5	6.5	5.9	0.2	-6.2	1.3	-0.6	2.0
COc1ccc(CCNC(=O)COC(=O)/C=C/c2ccc3c(c2)OCO3)cc1	0.2	3.6	-3.6	-2.3	-6.0	-0.3	7.0	-0.7	0.8	5.6
COc1ccc(OC)c(NC(=O)C23CCC(C)(C(=O)C2)C3(C)C)c1 (stereo not given)	2.1	-0.7	0.6	-6.7	-11.3	-0.5	-2.5	-0.2	2.6	-3.4
